From PubChem
N370S GC: N370S glucocerebrosidase modulation, Gaucher chaperone candidate | actives 0.092% (n = 330,000) | Potency, µM (series often up to 59.4 µM), for inactives: top-dose activity change, negative = inhibition, hits mostly inhibitors | N370S GC spleen homogenate, 4MU-glucoside fluorescence;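 further: 0% = full enzyme activity and -100% = no enzyme basal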
TDP1 cell CPT: growth inhibition of DT40 Tdp1-/-;hTDP1 cells with camptothecin (screen for TDP1 inhibitors); Potency, µM (titrated, usually from 46.2 µM), inactives show top-dose activity change, negative = growth inhibition, most hits filed as inhibitors; actives 12% (n = 420,000); chicken DT40 Tdp1-/-;hTDP1 cells + 20 nM CPT, ATP luminescence, 48 h; further: nearly all actives have a fitted effect of over 55% in size
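Chicken DT40 Tdp1-/- cells stably complemented with human TDP1 were seeded at 400 cells/well in medium containing 20 nM camptothecin, exposed to pin-transferred compounds, and grown at 37 °C for at least 48 hr. Viability was read as ATP luminescence.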
FEN1 inhibitor: human FEN1 inhibition. Recombinant FEN1 flap cleavage, fluorescence, 15 min. Potency, µM (doses to about 114 µM), for the others: at the highest dose activity change, negative = inhibition, hits mostly inhibitors. actives 0.35% (n = 390,000); further: nearly all actives have a fitted effect of over 65% in size
Target sequence (P39748 whole entry, looked up): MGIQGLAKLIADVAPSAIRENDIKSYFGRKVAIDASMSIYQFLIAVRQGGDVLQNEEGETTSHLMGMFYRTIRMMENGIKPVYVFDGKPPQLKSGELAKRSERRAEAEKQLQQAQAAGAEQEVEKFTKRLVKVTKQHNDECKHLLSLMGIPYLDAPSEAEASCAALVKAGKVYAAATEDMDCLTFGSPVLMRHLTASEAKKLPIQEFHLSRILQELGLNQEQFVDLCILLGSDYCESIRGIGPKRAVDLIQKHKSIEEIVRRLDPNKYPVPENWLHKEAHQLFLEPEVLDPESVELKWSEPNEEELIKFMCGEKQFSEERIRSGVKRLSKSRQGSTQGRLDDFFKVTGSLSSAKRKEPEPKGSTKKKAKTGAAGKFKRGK
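Quantitative HTS format: each compound was titrated, incubated with 10 nM nuclease for 15 min at room temperature, then challenged with flap substrate at 50 nM final. Signal change over 15 min gave concentration–effect curves.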
Active calls of the source: *; ? = inconclusive; · = not tested or not shown; & = joins results of further samples; [ ] = another dose, or the depositor's remark. The call rests on the fitted dose curve; in most records, active means well fitted curve in the direction sought with a large enough effect; inconclusive means small, poorly fitted or top-dose-only effect, or another doubt; inactive means no such curve, though single readings can be large; an effect the other way counts as inactive or inconclusive. Unless noted, on the % scale 0 is the no-effect control and ±100 the full control effect; potency means the concentration at half of the fitted maximal effect. A portion of the library (hit frequency here may not be typical).

Sequence of screens – N370S GC, TDP1 cell CPT, FEN1 inhibitor
O=c1cc(CSc2ccc(Cl)cc2)nc(-c2ccccn2)[nH]1
→ -2.5%, 4.11µM*, -17.3%
Cc1cccc(C(=O)N(C(=O)c2cccc(C)c2)N(C)C)c1
→ ·, 1.3%, ?
COc1ccc(OC)c(CN2CCN(CCc3ccccc3)C(CCO)C2)c1 (stereo not drawn)
→ -0.7%, 11.6µM*, -12.8%
COc1ccc(NC(=O)C2CCN(C(=O)Cc3ccccc3)CC2)c(OC)c1
→ 2.5%, 45.7%[activator], 0.9%
CCCCNC(=S)Nc1cccc2cnccc12
→ 3.6%, 13µM*, -1.5%
CCn1cc(C(=O)NCCCN(C)c2ccccc2)c(=O)c2cc(S(=O)(=O)N(C)C)ccc21
→ 12.7%, 16.4µM*, -19.6%
Cc1nc(-c2c(-c3ccc(O)cc3O)noc2C(F)(F)F)cs1
→ -25.7%, 18.4µM*, 13.3%
CC(=O)Nc1ccc(S(=O)(=O)Nc2nc3ccccc3nc2Nc2cccc(O)c2)cc1
→ 11.0%, 5.4%, -3.2%
S=C(Nc1ccccc1)c1ccccn1
→ -1.0%&1.8%, 0.651µM*, 9.6%
Cc1cccc(NC(=O)C2CCN(S(=O)(=O)c3ccc4c(c3)OCCCO4)CC2)n1
→ -3.1%, ?, 13.1%
CC(C)CN1C(=O)C(=O)N(CC(=O)N(C)CC(=O)Nc2ccc(Cl)c(C(F)(F)F)c2)C1=O
→ ·, ?, -15.4%
CCOc1ccc(CCNC(=O)CN(C)S(=O)(=O)c2cccs2)cc1OCC
→ -13.2%, -20.9%, -9.1%
C=CCOC(=O)C1=C[C@H](c2ccc(C(F)(F)F)cc2)C[C@H](OCCCCO)O1
→ ·, -20.3%, -19.8%
Cc1c(CCC(=O)N[C@@H](CCCNC(N)=O)C(=O)O)c(=O)oc2cc3oc4c(c3cc12)CCCC4
→ -4.1%, -0.7%, -10.3%
Cc1ccc(NC(=S)NCc2ccco2)c(C)c1
→ -0.7%, ?, -2.5%
O=C(Nc1cc(S(=O)(=O)N2CCCCC2)ccc1N1CCCCC1)C1CC1
→ -0.9%, -93.2%, -18.0%
CNS(=O)(=O)c1cccc(C(=O)OCC(=O)Nc2ccccc2F)c1
→ 11.3%, -3.7%, -3.4%
COc1cc(NC(=S)N2CCCCC2C)c(OC)cc1Cl (stereo not drawn)
→ 5.6%, -6.3%, -14.7%
CCc1cc2c(=O)c(-c3cnn(-c4ccccc4)c3)c(C)oc2cc1OCC(=O)Nc1ccc(F)c(F)c1
→ 0.2%, 14.6µM*, 1.8%
COC(=O)c1cc2sccc2n1CC(=O)Nc1ccc(OC)c(OC)c1OC
→ -4.9%, ?, -0.2%
CC1CCN(C(=O)c2ccc(CSc3nc4ccncc4n3Cc3ccc(F)cc3)cc2)CC1
→ ?, 23.1µM*, -8.3%
COc1ccc(OC)c(N2C(N)=NC(N)=NC23CCCC3)c1
→ -13.4%, -0.1%, -2.0%
O=C(Cc1ccc(Cl)cc1)Nc1ccc2oc(-c3ccncc3)nc2c1
→ 10.4%, ?, -1.8%
COc1ccc(/C=C/c2nccc3c2[nH]c2ccccc23)cc1
→ ·, ?, -26.3%
Fc1ccccc1N1CCN(c2cnc3ccccc3n2)CC1
→ 9.9%, -7.5%, -9.7%
CCOC(=O)CNC(=O)C1CCC(CNS(=O)(=O)c2cccc3nsnc23)CC1 (stereo not drawn)
→ -15.7%, 7.7%, 1.5%
CC(=O)Oc1cccc(N2C(=O)C3CC=C(Cl)CC3C2=O)c1 (stereo not drawn)
→ -7.7%, 0.0%, 6.8%
COc1ccc(C(c2sc3ncnn3c2O)N2CCN(c3ccccc3F)CC2)cc1OC (stereo not drawn)
→ -5.1%, 11.6µM*, -11.8%
Cc1ccc(OCCNC(=O)CCNS(=O)(=O)c2ccc(C)cc2)cc1
→ -10.9%, -15.3%, 0.6%
Cc1ccc(C)c(N2CCN(c3nc4ccc(C(=O)c5ccccc5)cc4n4cnnc34)CC2)c1
→ ·, ?, -4.7%
CCOC(=O)Nc1sc2nc(C)cc(C)c2c1-n1cccc1
→ 12.9%, 23.1µM*, 9.0%
COc1ccc(C2C(C(=O)Nc3cccnc3)=C(C)Nc3nc(-c4ccco4)nn32)cc1 (stereo not drawn)
→ -4.3%, 0.4%, 1.9%
O=C(COC(=O)Cn1cnc2ccccc21)NCCc1ccc(Cl)cc1
→ 5.2%, -18.5%, -3.2%
Cc1cccc(NC(=O)COC(=O)c2cccc3c2C(=O)c2ccccc2C3=O)c1C
→ -1.1%, ?, -7.1%
O=C(COC(=O)C12CC3CC(CC(C3)C1)C2)Nc1nccs1
→ 5.5%, -7.6%, 2.8%
O=C(c1ccc(COc2ccc(Cl)cc2)cc1)N1CCCCC1
→ 8.8%, ?, -0.3%
COc1ccc(-n2c(C)c3c(OC)cccc(=O)c3c2C)cc1
→ 0.1%, ?, -8.3%
COc1ccc(C2=NNC(=O)CC2)cc1
→ 7.8%, -20.4%, 17.1%
Cc1cc(-c2nnc(SCC(=O)Nc3ccccc3C(F)(F)F)o2)c(C)n1-c1ccccc1
→ 26.2%, -16.1%, -13.2%
O=C(c1ccccc1)N(C1=NCCCCS1)c1ccccc1
→ 2.6%, -9.5%, -3.7%
Nc1ccc(-c2c3ccc(=O)cc-3oc3cc(O)ccc23)c(C(=O)O)c1
→ ·, -0.2%, -2.2%
CC(C)[C@H](NC(=O)N1CCn2c1nc1ccccc12)C(=O)N[C@H](C(=O)O)c1ccccc1
→ -23.4%, 19.6%, -0.5%
COc1cccc(COCC(O)Cn2cnc3cc(C)c(C)cc32)c1 (stereo not drawn)
→ -8.0%, ?, -17.1%
COc1ccc(CCCc2nnc(SCC(=O)Nc3ncc(C)s3)o2)cc1
→ -8.8%, ?, -0.2%
C#CCOCCOCCOCCNc1nc(N2CCN(C(=O)Cn3cc(CCCCN)nn3)CC2)nc(N2CCN(C(=O)[C@H](CCCCN)n3cc(CCC(=O)O)nn3)CC2)n1
→ -0.6%, ?, -4.3%
CC1(c2ccccc2Cl)NC(=O)N(CC(=O)c2ccc3c(c2)OCO3)C1=O (stereo not drawn)
→ -15.8%, 11.9%, -13.4%
NC(=O)c1nnsc1Sc1c(C(N)=O)nnn1-c1cccc(N)c1
→ -1.4%, 0.8%, -3.3%
CC(C)c1nc(SCC(=O)N2CCOCC2)c2c(=O)n(C)c(=O)n(C)c2n1
→ 7.7%, ?, 0.9%
COCCn1c(SCC(=O)N2CCCCCC2)nc2c(c1=O)SCC2
→ -9.4%, ?, -2.7%
CC(C)CNC(=O)Nc1cc(C(=O)NCc2ccc(C(C)C)cc2)ccc1N1CCCC1
→ ·, ?, -2.2%
Cc1cc(-c2ccco2)n(CC(=O)NCCCc2ccccc2)n1
→ -4.2%, -8.5%, 18.4%
CCOc1ccccc1NC(=O)C(=O)N/N=C/c1ccc([N+](=O)[O-])cc1
→ ?, 1.5%, 0.8%
CCc1ccc(C(c2ccc(CC)cc2)C(Cl)Cl)cc1
→ 0.6%, 7.2%, -17.7%
O=c1c2c3c(sc2n2cnnc2n1Cc1ccccc1)CN(Cc1ccccc1)CC3
→ -7.7%, 16.4µM*, -6.2%
O=C1c2ccccc2C(=O)N1CCSc1n[nH]c(=S)s1
→ 20.4%, -3.3%, 5.0%
Oc1ccc(Cl)cc1CNn1cnnc1
→ 10.5%, 11.9%, 7.2%
CCN(CC)S(=O)(=O)c1ccc(C(=O)Nc2ncn(Cc3ccccc3)n2)cc1
→ 1.9%, -3.0%, -6.5%
c1ccc2c(N3CCOCC3)nc(N3CCOCC3)nc2c1
→ ?, ?, -3.3%
CC1(C)Cc2c(cnn2-c2ccccc2)-c2c1c1ccccc1n2CC(O)CCl (stereo not drawn)
→ 1.5%, ?, ?
Nc1nc(=S)c2snnc2[nH]1
→ ·, 11.2µM*, ?

Next part:
Sequence of screens – N370S GC, TDP1 cell CPT, FEN1 inhibitor
COc1ccc2cc(C3c4cc(OC)c(OC)cc4CCN3C(=O)c3ccco3)c(=O)[nH]c2c1 (stereo not drawn)
→ 7.3%, -55.9%, 1.0%
COCCn1nnnc1C(c1ccccc1)N1CCN(C)CC1 (stereo not drawn)
→ 2.2%, 8.2%, 9.6%
O=Cc1c(-[n+]2ccccc2)nc([O-])n1-c1ccccc1
→ ·, ?, -5.5%
C=CCOC(=O)C1=C(C)OC(N)=C(C#N)C1c1ccc2c(c1)OCO2 (stereo not drawn)
→ 11.2%, 25.9µM*, -4.4%
Nc1ccc(Cc2ccc(C=O)cc2)cc1
→ ·, -6.1%, 3.9%
Cc1ccc(CNC(=O)[C@H](C)[C@H]2C[C@]2(C)[C@H](NC(=O)OCc2ccccc2)c2ccccc2)o1
→ 15.5%&-21.5%, ?, -2.6%
Cc1ccc(NC(=O)Cn2nnc3sc4c(c3c2=O)CCCC4)c(C)c1
→ ·, ?, 3.6%
O=C(Nc1ccc2c(c1)CCCN2C(=O)c1cccs1)c1c(F)cccc1F
→ 8.8%, ?, 2.5%&15.6%
Cc1cc(=O)oc2cc(OCc3ccc(C(=O)OCC(=O)Nc4ccccc4OC(F)F)cc3)ccc12
→ 18.5%, ?, -1.9%
COc1cccc(CNS(=O)(=O)c2ccc3c(c2)CC(C)N3C(C)=O)c1 (stereo not drawn)
→ -2.5%, ?, -4.9%
CCOc1ccc(NS(=O)(=O)c2ccc3c(c2)N(C(C)=O)CCO3)cc1
→ -7.9%, ?, -3.3%
O=C(CSc1nc(=O)[nH]c2c1CCC2)NCc1ccccc1Cl
→ ·, -5.2%, -4.3%
CCC(=O)NC(c1ccco1)c1cc(Cl)c2cccnc2c1O (stereo not drawn)
→ -0.1%, ?, ?
COCCNc1nc(-c2ccccc2Cl)nc2ccccc12
→ 7.94µM*, ?, ·
C=CCn1c(SCC(=O)c2ccc(O)c(O)c2)nnc1-c1cccc(Cl)c1
→ ·, 14.6µM*, -13.6%
CCOc1ccc2nc(NC(=O)c3ccccc3)sc2c1
→ ·, 13µM*, -11.3%
CN(Cc1cnn(-c2ccccc2)c1)C(=O)C1CCC(=O)N(C2CC2)C1 (stereo not drawn)
→ -6.3%, -5.7%, 3.4%
COc1cc2nc(NC3CCN(Cc4ccccc4)CC3)nc(N3CCCN(C)CC3)c2cc1OC
→ ·, 5.01µM*, ?
COc1ccc(C(=O)CCC(=O)Nc2cccc(C(C)=O)c2)cc1
→ ·, 20.4%, -0.3%
COc1ccc(/C=N/NC(=O)c2nn(C)cc2Br)cc1CSCc1ccco1
→ -15.9%, ?, -10.3%
CCn1cnc2cc(NCc3ccc(C)cc3)ccc21
→ -5.8%, -9.0%, 13.1%
CCOc1ccc(-n2c(=O)c3sc4ccccc4c3n(Cc3ccc(F)cc3)c2=O)cc1
→ ·, -4.9%, -6.9%
C=CCc1ccc(OCC(O)CN2CCCCC2)c(OC)c1 (stereo not drawn)
→ 1.9%, 0.9%, 8.9%
CCn1c(C(=O)N2CCCC(C(=O)O)C2)cc2sccc21 (stereo not drawn)
→ 15.0%, -12.2%, 2.0%
Cc1cccc(NC(=O)CS(=O)(=O)c2c[nH]c3ccccc23)c1C
→ -1.3%, -10.1%, -0.1%
O=C(Nc1ccc(Sc2ccc(Br)cc2)cc1)c1ccco1
→ 24.6%, ?, ?
COC(=O)COc1ccc2c(c1)O/C(=C\c1cccc([N+](=O)[O-])c1)C2=O
→ -4.9%, 18.4µM*, 1.9%
O=C(NCc1ccc(-c2nc3ccccc3s2)cc1)c1ccco1
→ 6.9%, -13.1%, -3.9%
Cc1ccc(C)c(OCCC(=O)OCC(=O)NCCc2ccc(S(N)(=O)=O)cc2)c1
→ -3.7%, 3.0%, 9.5%
COc1ccccc1NC(=O)C1=C(C)NC(=O)NC1c1cccs1 (stereo not drawn)
→ 2.0%, -0.8%, -4.5%
O=C(CCCSc1nnc(-c2cccs2)n1CC1CCCO1)c1ccccc1 (stereo not drawn)
→ 22.8%, ?, 6.1%
C[C@H](NC(=O)N1CCn2c1nc1ccccc12)C(=O)NCC1CCCO1 (stereo partly drawn)
→ 3.7%, -3.0%, -0.1%

Sorted by length of the SMILES (highest first): part of the list above
Sequence of screens – N370S GC, TDP1 cell CPT, FEN1 inhibitor
Cc1cc(=O)oc2cc(OCc3ccc(C(=O)OCC(=O)Nc4ccccc4OC(F)F)cc3)ccc12
→ 18.5%, ?, -1.9%
COc1ccc(C(=O)CCC(=O)Nc2cccc(C(C)=O)c2)cc1
→ ·, 20.4%, -0.3%
COc1ccccc1NC(=O)C1=C(C)NC(=O)NC1c1cccs1 (stereo not drawn)
→ 2.0%, -0.8%, -4.5%

Looked up by compound from the list above (4):
Sequence of screens – N370S GC, TDP1 cell CPT, FEN1 inhibitor
Nc1ccc(Cc2ccc(C=O)cc2)cc1
→ ·, -6.1%, 3.9%
CCn1c(C(=O)N2CCCC(C(=O)O)C2)cc2sccc21 (stereo not drawn)
→ 15.0%, -12.2%, 2.0%
O=C(NCc1ccc(-c2nc3ccccc3s2)cc1)c1ccco1
→ 6.9%, -13.1%, -3.9%
C=CCn1c(SCC(=O)c2ccc(O)c(O)c2)nnc1-c1cccc(Cl)c1
→ ·, 14.6µM*, -13.6%
